RPL19A-GFP yeast: RPL19A-GFP expression modulators in yeast, primary screen, cell-based, S. cerevisiae, multiplex flow cytometry, MLPCN; S. cerevisiae RPL19A-GFP strain, 3 h; active compounds read low; percent response vs DMSO, % at 10 µM; 0.3% of 330,000 active; AID 2025, 2009;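 active = percent response vs DMSO below 50%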;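 also: median channel GFP fluorescence of the barcoded RPL19A-GFP strain; ratio of sample median GFP to plate DMSO average so 100% = DMSO; lower means less RPL19A-GFP as with rapamycin TOR inhibition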
CIT2-GFP yeast: modulators of CIT2-GFP expression in yeast, primary screen, S. cerevisiae, GFP fusion, multiplex flow cytometry, MLPCN library. S. cerevisiae CIT2-GFP strain, 3 h; 100 means same as DMSO wells. GFP response vs DMSO, % at 10 µM. 0.065% of 320,000 active;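 active = GFP response relative to DMSO above a set limit, near the screen mean plus 3 SD, cut at about 150% in these data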;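 also: ratio of well median GFP fluorescence to mean of DMSO wells on the plate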
VLA-4 inh: inhibition in human VLA-4 binding assay, primary screen, VLA-4 allosteric modulator project, MLPCN library, flow cytometry, VLA-4 expressing cells. Integrin alpha-4 (Homo sapiens), P13612. ligand binding flow cytometry. inhibition, % (about 7 µM as worked out from the volumes in the protocol). 0.2% of 330,000 active. AID 2557, 2010; in the data active = inhibition above about 50%
Target sequence (P13612 whole entry, looked up): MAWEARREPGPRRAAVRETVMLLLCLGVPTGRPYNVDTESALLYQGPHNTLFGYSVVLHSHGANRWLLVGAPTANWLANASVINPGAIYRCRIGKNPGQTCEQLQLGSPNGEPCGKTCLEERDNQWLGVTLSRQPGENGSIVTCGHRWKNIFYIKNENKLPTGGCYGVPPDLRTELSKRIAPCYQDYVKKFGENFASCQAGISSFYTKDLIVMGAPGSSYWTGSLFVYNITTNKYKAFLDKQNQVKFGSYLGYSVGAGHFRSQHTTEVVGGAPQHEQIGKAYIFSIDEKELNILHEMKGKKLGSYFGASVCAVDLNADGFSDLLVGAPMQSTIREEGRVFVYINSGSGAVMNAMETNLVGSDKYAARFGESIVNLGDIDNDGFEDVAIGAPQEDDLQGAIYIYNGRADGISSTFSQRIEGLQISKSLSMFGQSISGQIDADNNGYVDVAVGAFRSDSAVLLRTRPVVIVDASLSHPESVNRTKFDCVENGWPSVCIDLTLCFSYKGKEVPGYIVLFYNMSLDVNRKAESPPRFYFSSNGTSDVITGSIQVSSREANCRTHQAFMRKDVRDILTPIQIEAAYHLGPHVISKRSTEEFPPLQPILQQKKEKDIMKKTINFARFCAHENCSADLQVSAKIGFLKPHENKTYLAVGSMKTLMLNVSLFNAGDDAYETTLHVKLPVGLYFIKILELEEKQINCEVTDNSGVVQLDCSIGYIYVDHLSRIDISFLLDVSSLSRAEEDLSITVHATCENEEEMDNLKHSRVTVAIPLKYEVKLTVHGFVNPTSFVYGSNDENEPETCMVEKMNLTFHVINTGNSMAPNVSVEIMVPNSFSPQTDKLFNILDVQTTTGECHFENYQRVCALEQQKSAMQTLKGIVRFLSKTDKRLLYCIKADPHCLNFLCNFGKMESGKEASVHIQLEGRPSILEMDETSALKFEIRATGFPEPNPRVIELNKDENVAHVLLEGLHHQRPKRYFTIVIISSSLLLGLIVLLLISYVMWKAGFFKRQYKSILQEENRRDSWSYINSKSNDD
MEP2 TOR yeast: modulators of MEP2-GFP levels in yeast, primary screen, S. cerevisiae, multiplex flow cytometry, MLPCN library; S. cerevisiae MEP2-GFP strain, 3 h; 100% = DMSO control level; GFP response vs DMSO, % at 10 µM; 0.51% of 330,000 active; AID 2016, 2009;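 active = GFP response versus DMSO above a set limit, roughly screen mean plus 3 SD, cut at about 180% in these data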;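 also: median GFP fluorescence of the barcode-gated MEP2-GFP cells per well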
GRK2 aptamer HTS: compounds blocking aptamer binding on GRK2 – biochemical, human GRK2, bead flow cytometry, HTS, primary screen; inhibition of aptamer binding, % at 10 µM; Beta-adrenergic receptor kinase 1 (Homo sapiens), P25098; 0.59% of 330,000 active; FAM-aptamer displacement from GRK2;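 active = inhibition of aptamer binding above 40%, roughly 3 SD of noise, on plates passing a quality check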;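 also: median bead fluorescence of bound FAM aptamer so fluorescent compounds give negative values; no value below 0 was filed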
LAP4-GFP MLPCN: modulators of LAP4-GFP expression in yeast, primary screen, S. cerevisiae, multiplex flow cytometry, MLPCN library; 0.34% of 320,000 active; AID 2023, 2009; GFP response vs DMSO, % at 10 µM; 3 h; median GFP as percent of DMSO wells;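 active = GFP response vs DMSO above a set limit, about the screen mean plus 3 SD, cut at about 150% in these data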
AGP1-GFP MLPCN: modulators of AGP1-GFP expression in yeast TOR pathway, primary screen, cell-based, multiplex flow cytometry, S. cerevisiae, MLPCN library; AID 2066, 2009; 3 h; GFP as percent of DMSO wells; 0.02% of 320,000 active; GFP response vs DMSO, % at 10 µM;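 active = GFP response relative to DMSO above a set limit, near screen average plus 3 SD, cut at about 150% in these data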;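 also: median GFP channel fluorescence of the gated AGP1 strain per well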
CR mimetic SO: reduction of superoxide in aged yeast, primary screen, HTS; AID 2690, 2010; S. cerevisiae aged cells, superoxide DHE fluorescence; active compounds read low; 0.18% of 330,000 active; superoxide response (% of plate mean), % at 10 µM;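 active = superoxide response under a set limit, about three screen SD below normal, cut at about 65% in these data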;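 also: yeast aged for seven days with compound at 30 °C before DHE staining; 100% = average MFI of all compound-treated wells on the plate with controls excluded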
* hit, by the source's call; nt = no result given.

Screens in order – CIT2-GFP yeast	AGP1-GFP MLPCN	RPL19A-GFP yeast	VLA-4 inh	GRK2 aptamer HTS	CR mimetic SO	LAP4-GFP MLPCN	MEP2 TOR yeast
- Cc1ccc(C(=O)O/N=C/c2c(C(F)(F)F)nn(C)c2Sc2ccc(Cl)cc2)cc1
    95	99	95	-7	1	100	102	97
- O=C(NCCS(=O)CCNC(=O)C(F)(F)F)C(F)(F)F
    123	84	100	-1	1	93	95	112
- Cc1ccc(NC(=O)C2CCN(S(=O)(=O)c3cccc4cccnc34)CC2)nc1
    102	109	100	13	3	90	100	92
- CCN(CC)CCNc1ccc2nnc(CCNS(=O)(=O)c3ccc(C)cc3)n2n1
    107	104	111	9	0	88	93	110
- CCN(CC)CCCNC(=O)C1c2ccccc2C(=O)N1Cc1ccc(C)cc1 (stereo unspecified)
    103	101	nt	-2	1	99	97	100
- CCN(CC)C1=NS(=O)(=O)c2cc([N+](=O)[O-])ccc21
    106	103	97	-7	6	86	101	96
- COc1ccc(NC(=O)CS(=O)CC(=O)Nc2ccc(-n3cnnn3)c(C)c2)cc1 (stereo unspecified)
    107	105	102	-8	2	113	95	102
- COc1ccc(Cl)cc1C(=O)OCC(=O)N(CC(C)C)c1c(N)n(Cc2ccccc2)c(=O)[nH]c1=O
    95	100	91	-4	1	102	101	96
- COc1ccc(/C=N/Nc2ncnc3scc(-c4ccccc4)c23)cc1OC
    94	89	97	-4	2	128	110	100
- COc1cc(OC)cc(C(=O)N[C@H](C(=O)OCC(=O)Nc2cccnc2Cl)C(C)C)c1
    108	108	105	-4	1	90	107	106
- COc1ccc(C(=O)C2CCCN(Cc3ccc(NC(C)=O)cc3)C2)cc1OC (stereo unspecified)
    105	99	108	-5	0	91	91	111
- COc1ccc2c(c1)N1CCN=C1N2C
    107	96	95	-9	0	96	97	95
- Cc1ccc(C)c(S(=O)(=O)N2CCN(c3ncccn3)CC2)c1
    88	104	93	1	0	88	118	94
- CC(=O)Nc1ccc(S(=O)(=O)NC2(C(F)(F)F)C(=O)Nc3c2c(=O)n(C)c(=O)n3C)cc1 (stereo unspecified)
    102	102	nt	-1	5	110	98	99
- O=C(COc1ccccc1F)NC12CC3CC(CC(C3)C1)C2
    99	102	100	2	0	93	109	103
- COC(=O)c1cc2cc(Cl)ccc2nc1SC
    96	97	91	27	0	92	99	90
- O=C(Nc1cccc2ccccc12)N1CCOCC1
    91	97	96	11	2	110	100	101
- Cc1cc(C(=O)CSc2nc3ccccc3[nH]2)c(C)n1CC1CCCO1 (stereo unspecified)
    105	96	nt	3	4	82	99	101
- CCCN1C(=O)C2(/C(=C(\O)c3ccc4c(c3)OCCO4)C(=O)C(=O)N2CCCOC)c2ccccc21 (stereo unspecified)
    113	105	105	-2	0	87	105	106
- CCC(C)[C@H]1CNCCN1CCc1cc(C(F)(F)F)cc(C(F)(F)F)c1 (stereo partly specified)
    105	99	104	12	0	111	102	102

Carrying on:
Screens in order – CIT2-GFP yeast	AGP1-GFP MLPCN	RPL19A-GFP yeast	VLA-4 inh	GRK2 aptamer HTS	CR mimetic SO	LAP4-GFP MLPCN	MEP2 TOR yeast
- Cc1ccc(C(=O)N(C)CCOc2ccccc2)cc1S(=O)(=O)N1CCCCC1
    98	100	104	-11	1	104	107	97
- COc1ccc(N2CCN(C(=S)Nc3ccccc3OC)CC2)cc1
    107	93	104	8	2	91	81	105
- CCN(CC)S(=O)(=O)c1ccc(Cl)c(NC(=O)CCCCl)c1
    83	96	100	3	3	93	106	97
- Cc1ccsc1C(=O)NNC(=O)COc1ccccc1Cl
    97	96	98	2	0	93	107	98
- CCCCn1c(CCCNC(=O)c2ccco2)nc2ccccc21
    96	101	99	4	5	89	107	100
- CC(=O)N=C1SC2CS(=O)(=O)CC2N1c1ccc(-c2nc3ccc(C)cc3s2)cc1 (stereo unspecified)
    82	92	98	18	0	103	94	92
- COc1cc(NS(=O)(=O)c2c(C)oc3c(F)c(F)c(F)c(F)c23)cc(OC)c1OC
    101	102	108	1	0	98	96	104
- Cc1nn(C)cc1/C=C(/C#N)C(N)=O
    97	99	100	-6	0	100	102	103
- FC(F)(F)c1cccc(Sc2nc(-c3ccccc3)nnc2C(F)(F)F)c1
    102	107	100	25	0	111	113	103
- Cc1ccc(-c2cc(C(=O)N/N=C/C=C/c3ccco3)c3ccccc3n2)cc1C
    91	99	99	5	0	101	95	100
- CC1CCCCC1NC(=O)CN1CCN(Cc2ccccc2Cl)C1=O (stereo unspecified)
    118	88	120	-9	4	96	80	95
- O=C(Nc1ccc(Cl)cc1)c1cnc(-c2ccccc2)nc1-c1ccccc1
    99	95	99	-1	2	99	84	94
- CSc1ccc(CNC(=O)C2Cc3cc(S(=O)(=O)N4CCCC4)ccc3N2C(C)=O)cc1 (stereo unspecified)
    118	125	107	6	0	92	121	112
- N=c1c2c(ncn1Cc1ccco1)Oc1ccc3ccccc3c1C2c1ccccc1 (stereo unspecified)
    87	123	93	-4	0	89	104	93
- O=C1CSC(c2cccnc2)N1c1ccc(Cl)cc1 (stereo unspecified)
    100	97	105	11	0	108	100	99
- O=C(C1CCN(S(=O)(=O)Cc2ccccc2)CC1)N1CCN(c2ncccn2)CC1
    105	103	107	15	0	105	103	109
- CCN1CCN(C(C)C(=O)NC2CCCCC2)CC1 (stereo unspecified)
    98	106	103	6	28	104	106	103
- O=C(Nc1ccccc1)Nc1cccc(Cl)c1
    97	108	103	11	0	125	114	103
- COc1ccc(S(=O)(=O)Nc2cccc(F)c2)cc1C
    98	99	97	4	0	90	102	100
- Cc1cccc2cc(C(c3nnnn3CC3CCCO3)N3CCOCC3)c(=O)[nH]c12 (stereo unspecified)
    109	105	101	-27	1	97	107	128

Two entries from above, bar-delimited:
Molecule | CIT2-GFP yeast | AGP1-GFP MLPCN | RPL19A-GFP yeast | VLA-4 inh | GRK2 aptamer HTS | CR mimetic SO | LAP4-GFP MLPCN | MEP2 TOR yeast
Cc1ccc(-c2cc(C(=O)N/N=C/C=C/c3ccco3)c3ccccc3n2)cc1C | 91 | 99 | 99 | 5 | 0 | 101 | 95 | 100
CC1CCCCC1NC(=O)CN1CCN(Cc2ccccc2Cl)C1=O (stereo unspecified) | 118 | 88 | 120 | -9 | 4 | 96 | 80 | 95

Continuation:
Screens in order – CIT2-GFP yeast	AGP1-GFP MLPCN	RPL19A-GFP yeast	VLA-4 inh	GRK2 aptamer HTS	CR mimetic SO	LAP4-GFP MLPCN	MEP2 TOR yeast
- c1csc(-c2cn3ccc4ccccc4c3n2)c1
    76	82	91	4	0	105	93	91
- CC(=O)N[C@@H](Cc1c[nH]c2ccccc12)C(=O)OCC(=O)NCc1ccc2c(c1)OCO2
    118	105	105	-2	0	95	101	115
- CC1CC(C)CN(C(=O)CSCC(=O)O)C1 (stereo unspecified)
    83	101	97	-33	5	115	93	90
- O=C(OCC(=O)N(CCc1ccccc1)Cc1ccccc1)c1cccc(O)c1
    102	99	105	-10	2	101	89	95
- Cc1cc(C)cc(-n2c(SCC(=O)Nc3cccc(S(=O)(=O)NC4=NCCCCC4)c3)nc3ccccc3c2=O)c1
    99	98	100	27	0	105	91	103
- COc1cc(NC(=O)c2cccc(F)c2)cc(OC)c1OC
    100	101	102	10	0	109	87	107
- Cc1ccc(S(=O)(=O)NCCC(=O)Oc2ccc3ccc(=O)oc3c2)cc1
    81	85	101	3	0	104	94	100
- O=C(COc1coc(CN2CCc3ccccc3C2)cc1=O)Nc1ccc([N+](=O)[O-])cc1
    93	107	101	-3	1	95	110	101
- CCCn1c(-c2ccc(F)cc2)n[nH]c1=S
    94	101	98	11	0	90	95	90
- O=[N+]([O-])c1cccc(CNC2CCCCCC2)c1
    103	105	99	12	0	96	104	102
- CC(Oc1ccc(Cl)cc1Cl)C(=O)N/N=C1\CCCc2ccccc21 (stereo unspecified)
    102	110	104	1	0	103	103	105
- COc1ccc(C2CC(=O)c3cnc(N4CCc5ccccc54)nc3C2)cc1OC (stereo unspecified)
    97	105	92	-4	0	101	93	92
- O=C(Nc1cccc(Cl)c1)Nc1ccon1
    98	93	98	27	4	102	89	104
- Cc1ccc(NC(=O)CSc2nc3c([nH]c4ccccc43)c(=O)n2C)cc1
    98	103	101	3	0	114	100	100
- Nc1c(N(Cc2ccco2)C(=O)c2cccc(Cl)c2)c(=O)[nH]c(=O)n1Cc1ccccc1
    88	98	98	2	0	112	110	98
- Cn1c(=O)c2c(ncn2CCN(CCO)Cc2ccccc2)n(C)c1=O
    108	102	103	-4	3	95	94	105
- Cc1ccc(N2CC(C(=O)OCC(=O)Nc3ccc(Cl)cc3)CC2=O)cc1 (stereo unspecified)
    92	96	96	12	1	78	98	97
- CC(=O)Nc1cccc(CP(=O)(c2ccccc2)c2ccccc2)c1
    106	121	94	-1	0	100	117	96
- O=C(N/N=C/c1ccccc1)c1[nH]c2ccc(Br)cc2c1-c1ccccc1
    103	98	103	16	2	86	89	100
- CN(CC(O)COc1ccccc1F)C1CCCCC1 (stereo unspecified)
    nt	85	84	1	0	82	78	87

Remaining list, next part:
Screens in order – CIT2-GFP yeast	AGP1-GFP MLPCN	RPL19A-GFP yeast	VLA-4 inh	GRK2 aptamer HTS	CR mimetic SO	LAP4-GFP MLPCN	MEP2 TOR yeast
- O=C(/C=C/c1cccs1)Nc1cccc(NC(=O)/C=C/c2cccs2)n1
    74	87	99	1	0	98	102	86
- COc1ccc(C(=O)Oc2c(CN3CCOCC3)cc(Cl)c3cccnc23)cc1OC
    101	101	102	7	1	98	101	100
- C/C(=N\Nc1c([N+](=O)[O-])c(C)nn1C)c1ccc(F)cc1F
    92	95	96	0	0	105	106	98
- COc1ccc(-c2[nH]ncc2CN(C)CCCN2CCOCC2)cc1F
    95	99	98	3	0	104	99	97
- N#Cc1cc(-c2ccc(Cl)cc2)cnc1Sc1ccc(F)cc1
    107	99	100	1	0	83	96	98
- COc1cccc(C2CC(c3ccc(NS(C)(=O)=O)cc3)=NN2C(=O)c2ccccc2)c1OC (stereo unspecified)
    101	106	104	9	0	98	103	112
- O=C(/C=C/c1ccc2ccccc2n1)c1cc(Br)ccc1O
    107	94	108	-41	0	100	107	106
- O=C(Nc1ccc([N+](=O)[O-])cc1)C1CC1(c1ccccc1)c1ccccc1 (stereo unspecified)
    99	100	102	8	2	81	103	101
- COc1ccccc1OCCn1ccnc1
    95	100	101	15	0	99	88	104
- CC(NC(=O)c1ccccc1)c1nnc(SCc2nc3ccccc3c(=O)[nH]2)n1C (stereo unspecified)
    96	101	98	7	0	101	95	100
- CCNc1nc(NCC)n2c(SCC(=O)Nc3ccc(F)cc3)nnc2n1
    94	102	98	-5	23	94	103	106
- COc1cc(OC)cc(C(=O)NC(C(=O)NCc2ccccn2)C(C)C)c1 (stereo unspecified)
    106	97	98	0	2	94	100	96
- COc1cc(/C=C/c2ccc3cccc(O)c3n2)cc(Br)c1OC
    103	94	101	12	0	87	96	102
- CNC(=S)NNC(=O)COc1cccc(C)c1C
    100	104	98	11	4	111	96	109
- Cc1ccc(C)c(NC(NC(=O)c2ccccn2)C(Cl)(Cl)Cl)c1 (stereo unspecified)
    99	99	95	9	0	104	97	95
- CCCn1c(-c2ccc[nH]c2=O)nc2ccccc21
    101	99	96	-8	0	111	104	97
- CCCCCc1c(O)c2ccccc2[nH]c1=O
    99	98	98	0	4	137	101	104
- CC(C)CNc1ncnc2c1cnn2Cc1ccccc1Cl
    100	100	100	6	2	108	99	102
- CN(C)c1ccc(NC(=O)C(=O)C2C(=O)Nc3ccccc32)cc1 (stereo unspecified)
    96	103	99	6	3	77	94	90
- C/C(CC(=O)Nc1ccc2c(c1)OCCO2)=N\NC(=O)c1ccccc1Cl
    95	102	104	12	1	96	99	100
- CCCOc1ccc(NC(=O)OC2CCN(C)CC2)cc1
    113	113	106	4	0	92	115	129

Not a hit list; overall some 1.7% were active at least once.
